Screening results from PubChem.
procasp3 activ – activates human procaspase-3 | P42574 | activation, % at 8.5 µM | recombinant procaspase-3 D3A, Ac-DEVD-pNA absorbance 405 nm | AID 463141 | actives 0.11% (n = 330,000);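 active = activation above the mean of all tested compounds plus 3 SD, cut at about 21% in these data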;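 note: 0% = DMSO alone and 100% = DMSO wells spiked with extra 5 µM PC-3 D3A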
Target sequence (P42574 whole entry D9A/D28A/D175A): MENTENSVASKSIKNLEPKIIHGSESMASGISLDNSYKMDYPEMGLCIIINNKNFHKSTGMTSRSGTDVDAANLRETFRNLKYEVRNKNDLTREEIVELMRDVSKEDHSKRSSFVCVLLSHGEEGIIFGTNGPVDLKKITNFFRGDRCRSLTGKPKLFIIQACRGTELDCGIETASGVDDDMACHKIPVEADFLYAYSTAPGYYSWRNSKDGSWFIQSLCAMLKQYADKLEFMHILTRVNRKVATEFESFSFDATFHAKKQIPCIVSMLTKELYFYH
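Assay system: Procaspase-3 D3A mutant, all three cleavage aspartates alanine. Buffer or medium: Zinc-free HEPES saline buffer with Triton X-100. Times: 1 h compound preincubation, 2 h substrate hydrolysis at 25 °C. Measured by: 405 nm absorbance of p-nitroaniline, reads at 0 and 120 min. Read-out basis: percent activation relative to control range. Replicates: singlicate.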
proCasp7 act – activates human procaspase-7, counter-screen for procaspase-3 activators | activation, % at 8.5 µM | P55210 | recombinant procaspase-7, Ac-DEVD-pNA absorbance 405 nm; D23A/D198A/D206A triple mutant, cannot self-cleave; scale: DMSO 0, 5 µM enzyme 100 | AID 463210 | actives 0.093% (n = 330,000);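 active = percent activation above the screen-wide mean plus 3 SD, cut at about 25% in these data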
Target sequence (P55210 whole entry D23A/D198A/D206A): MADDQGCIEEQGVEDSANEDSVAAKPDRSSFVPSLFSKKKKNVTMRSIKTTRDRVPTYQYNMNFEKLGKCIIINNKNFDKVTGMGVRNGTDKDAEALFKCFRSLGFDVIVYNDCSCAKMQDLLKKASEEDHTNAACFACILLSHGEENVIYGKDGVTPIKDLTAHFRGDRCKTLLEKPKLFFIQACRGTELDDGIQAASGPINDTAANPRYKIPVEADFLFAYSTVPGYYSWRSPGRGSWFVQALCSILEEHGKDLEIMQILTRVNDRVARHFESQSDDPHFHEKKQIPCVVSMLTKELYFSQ
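Assay system: Uncleavable procaspase-7 mutant enzyme | Input: 2 µM procaspase-7 mutant as dispensed | Timing: 1 h compound preincubation, 2 h substrate cleavage, 25 °C | Repeats: One well per compound | Control set: DMSO wells as 0%, DMSO with 5 µM added PC-7 as 100% | Technique: Epi-absorbance of released pNA at 405 nm, two timepoints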
CTSL1 counter – cathepsin L1 inhibition, PFM18AAP counter-screen. recombinant F. hepatica cathepsin L1, Z-Leu-Arg-MCA fluorescence. inhibition, % at 5.96 µM. actives 0.49% (n = 300,000). AID 1906;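 active = inhibition above the mean of all tested compounds plus 3 SD, set per screening campaign, cut at about 17% in these data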;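 note: 0% = plate median of test compound wells and 100% = 1 µM Z-Phe-Ala-diazomethylketone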
PP1 inh – PP1-alpha (human) inhibition in PP5 counter-screen; purified PP1alpha, OMFP fluorescence; P62136; inhibition, % at 6.7 µM; actives 0.9% (n = 320,000);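 active = inhibition above the mean inhibition of all tested compounds plus 3 SD, computed separately for each screening campaign, cut at about 15% in these data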
Target sequence (P62136 whole entry, looked up): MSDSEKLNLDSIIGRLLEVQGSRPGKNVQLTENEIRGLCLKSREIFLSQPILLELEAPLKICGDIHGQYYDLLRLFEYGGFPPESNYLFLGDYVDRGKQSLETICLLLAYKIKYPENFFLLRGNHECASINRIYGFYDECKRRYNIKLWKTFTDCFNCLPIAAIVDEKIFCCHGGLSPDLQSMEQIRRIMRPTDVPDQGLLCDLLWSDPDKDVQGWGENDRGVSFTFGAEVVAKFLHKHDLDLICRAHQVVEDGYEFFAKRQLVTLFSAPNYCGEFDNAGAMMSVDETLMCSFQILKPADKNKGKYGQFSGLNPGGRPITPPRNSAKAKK
Efflux pump mplx – inhibitors of Candida antifungal efflux pumps expressed in yeast. actives 0.44% (n = 330,000). inhibition, % at 10 µM. S. cerevisiae Candida pump triplex, Nile Red efflux. AID 485275;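 active = plate passing quality check with inhibition over a set limit, or well fluorescence over plate mean plus 4 SD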;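 note: Nile Red retained in pooled yeast measured as flow cytometry median fluorescence; 0% = buffer negative control and 100% = Enniatin B positive control; higher means more Nile Red kept so more efflux inhibition; some compounds called inactive have numbers as strong as hits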
core dimer inh – HCV core protein dimerization inhibition. TR-FRET GST/Flag-core106 dimerization, 1536-well. inhibition, % at 5 µM. actives 0.33% (n = 300,000);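 active = inhibition above the mean of all tested compounds plus 3 SD, set per screening campaign, cut at about 45% in these data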
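System – GST-tagged and Flag-tagged HCV core protein residues 1-106 · Repeats – one well for each compound · Technique – TR-FRET 671 and 617 nm emission · Doses – one concentration, 5 µM, in 0.5% DMSO · Times – 4 h, 22.5 °C incubation · Also added – Eu donor and XL665 acceptor anti-tag antibodies · Measure – percent inhibition of core106 dimerization signal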
TPT1 inhibitor – inhibitors of Candida albicans tRNA 2'-phosphotransferase TPT1 | recombinant caTPT1, FP RNA substrate dephosphorylation | inhibition, % at 5 µM | actives 0.81% (n = 300,000) | AID 1962;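 active = inhibition above the mean of all tested compounds plus 3 SD, set per screening campaign, cut at about 24% in these data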;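 note: plate controls were DMSO alone for no effect and ferristatin control at 100 nM for full effect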
GASC-1 inh – blocks human GASC-1 demethylase activity. Q9H3R0. GST-JMJD2C(1-420) H3K9me3 demethylation, DELFIA europium. inhibition, % at 2.35 µM. actives 0.069% (n = 330,000). AID 2099;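 active = more than half of a compound's replicate wells show inhibition beyond 50%, single wells judged on their own value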;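 note: signal counts dimethyl H3K9 product captured on neutravidin plate; 0% = median of DMSO wells and 100% = 0.3 times that DMSO median; strong numbers were not always called active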
PP5 primary – inhibitors of human protein phosphatase 5 (PP5) | actives 0.18% (n = 320,000) | P53041 | inhibition, % at 6.7 µM | purified PP5c, OMFP substrate fluorescence | AID 1987;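 active = inhibition above the campaign's mean inhibition across all tested compounds plus 3 SD, cut at about 9.5% in these data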;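 note: 0% = DMSO only and 100% = 100 µM cantharidin control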
Active calls of the source: *; i = inactive; x = no result given; & = joins results of further samples. Rows are unselected, and some 2.9% of all compounds hit somewhere here.

SMILES | procasp3 activ | proCasp7 act | CTSL1 counter | PP1 inh | Efflux pump mplx | core dimer inh | TPT1 inhibitor | GASC-1 inh | PP5 primary
NC(=O)c1ccc(NC(=O)COC(=O)CCC(=O)c2ccc(Cl)cc2)cc1 | 6 | 0 | -38 | -4 | 0.0 | 6 | -1 | -7 | 0.1
Nc1nonc1-n1nnc(C(=O)N/N=C/c2ccc(Br)cc2)c1-c1ccc2c(c1)OCO2 | 6 | -10 | -3 | -8 | 0.0 | 11 | -5 | -3 | 2.3
COC(=O)c1cc(Br)c(=O)n(CCN2CCCCC2)c1 | -1 | 8 | -1 | -2 | -0.1 | -3 | 0 | 3 | 0.7
O=C(COC(=O)Cn1cnc2ccccc2c1=O)NCC12CC3CC(CC(C3)C1)C2 | 0 | -4 | -4 | -1 | 0.0 | 2 | -2 | -2 | 0.6
COc1ccc(/C=N/NC(=O)c2ccco2)cc1OCc1ccccc1 | -1 | 7 | 3 | -1 | 0.1 | 1 | 2 | 3 | 5.0
Cn1c2ccccc2c2ncn(Cc3ccc(F)cc3)c(=O)c21 | -3 | 1 | 3 | 3 | 0.0 | -4 | 1 | -4 | 2.7
COc1cc2nc3occc3c(OC)c2cc1OC | 0 | 16 | -2 | 0 | -0.1 | 8 | -1 | -1 | 2.5
Cc1nc(-c2ccc(F)cc2)c(CC(=O)N2CCN(S(=O)(=O)c3cccc(Cl)c3)CC2)s1 | 8 | 4 | 3 | -3 | -0.2 | 5 | 2 | -1 | 1.7
O=C1c2ccccc2C(=O)N1CCCCSc1nnnn1-c1ccccc1 | 7 | 3 | -5 | 2 | 0.0 | 2 | -8 | -2 | 2.5
CCOC(=O)N1CCN(CCC(=O)Nc2cc([N+](=O)[O-])ccc2OC)CC1 | 0 | 13 | -1 | -3 | -0.2 | -5 | -1 | 9 | 1.1
O=C(NCCCN1CCCC1=O)c1ccc(S(=O)(=O)Nc2ccccc2F)cc1 | -1 | 4 | -1 | -1 | 0.1 | 3 | 0 | -6 | -2.1
CCOC(=O)c1c(C)[nH]c(C)c1C(=O)COC(=O)c1cc2ccccc2cc1O | 5 | -4 | 5 | 1 | 0.1 | -1 | 3 | -1 | 4.5
CCCC(C)NC(=O)c1ccc(OCc2ccc(Cl)cc2)c(OC)c1 (stereo unspecified) | 0 | -10 | -1 | -1 | 0.1 | -4 | 1 | 3 | 2.6
O=C(COC(=O)C1CCN(S(=O)(=O)c2cccs2)CC1)c1ccc2c(c1)OCCO2 | -26 | 1 | -1 | 0 | 0.0 | 15 | -1 | -17&-4 | 3.3
COc1cccc(CN(C)C(=O)c2ccc(OCC(=O)N3CCOCC3)c(OC)c2)c1 | 10 | -1 | x | -2 | -0.1 | x | x | x | 0.2
Cc1cc(SCC(=O)OCC(=O)NCC2CCCO2)c(C)cc1Br (stereo unspecified) | -4 | 7 | -17 | 2 | 0.1 | -2 | -4 | -11 | 0.7
COc1ccc(C(C)(C)C)cc1NC(=O)C1CC=CCC1C(=O)O (stereo unspecified) | 7 | 5 | -1 | -3 | 0.1 | -1 | 0 | -2 | 0.4
Cc1cc(C(=O)N/N=C/c2ccccc2)c(C)o1 | -4 | -1 | 8 | -4 | 0.1 | -2 | -2 | -9 | 1.0
CC1(CC(=O)N/N=C/c2cc3c(cc2Br)OCO3)OCCO1 | -3 | 1 | 17* | -2 | -0.3 | -8 | 0 | -25 | -0.7
CC(C)c1nc2c([nH]1)c(=O)n(C)c(=O)n2C | 5 | 9 | 2 | 1 | -0.1 | -12 | 1 | -5 | 0.6
CN1CCN(C(=O)COCc2cc(-c3ccc4c(c3)OCO4)on2)CC1 | 1 | 2 | 0 | -1 | -0.1 | -5 | 2 | 7 | 2.5
CCC1CCCCN1CCCNC(=O)CC1Oc2ccccc2NC1=O (stereo unspecified) | 2 | 4 | 0 | -3 | -0.1 | 2 | -3 | 6 | 0.3
CN(C)c1ccc(/C=N/Nc2ccc(-n3ccnc3)nn2)cc1 | -11 | 2 | 6 | 3 | 0.1 | -33 | 1 | 2 | 1.8
Cc1ccccc1NC(=S)Nc1cccc2cnccc12 | -4 | -15 | 2 | -4 | 0.0 | 1 | -1 | -28 | 1.3
O=C(N/N=C\c1cc(Cl)ccc1O)c1ccc(S(=O)(=O)N2CCCCC2)cc1 | -5 | -26 | 2 | 11 | -0.1 | 15 | 10 | 35 | -3.0

Reformatted with two lines to a compound: 2 of the compounds above.
Results follow in this order: procasp3 activ, proCasp7 act, CTSL1 counter, PP1 inh, Efflux pump mplx, core dimer inh, TPT1 inhibitor, GASC-1 inh, PP5 primary
CN1CCN(C(=O)COCc2cc(-c3ccc4c(c3)OCO4)on2)CC1
 : 1, 2, 0, -1, -0.1, -5, 2, 7, 2.5
CCC1CCCCN1CCCNC(=O)CC1Oc2ccccc2NC1=O (stereo unspecified)
 : 2, 4, 0, -3, -0.1, 2, -3, 6, 0.3

Next records follow:
SMILES | procasp3 activ | proCasp7 act | CTSL1 counter | PP1 inh | Efflux pump mplx | core dimer inh | TPT1 inhibitor | GASC-1 inh | PP5 primary
Cc1cc(C)cc(N2CC(O)=C(c3nc4ccccc4c(=O)[nH]3)C2=N)c1 | 1 | -4 | 7 | 0 | -0.1 | 2 | -6 | -12 | 0.8
CCNC(=O)NC(=O)C(C)OC(=O)Cc1coc2cc3c(cc12)CCC3 (stereo unspecified) | -2 | -1 | -6 | -1 | 0.0 | 6 | 4 | x | -0.6
CSc1nccc(N/N=C/c2ccccc2)n1 | -6 | 2 | 3 | -3 | 0.1 | -2 | 2 | -9 | -0.7
Cc1nc(NCCc2ccc(S(N)(=O)=O)cc2)c2c3c(sc2n1)CCC3 | 3 | 7 | 2 | 1 | 0.0 | 7 | 16 | 11 | 3.0
Cc1ccccc1-n1ccnc1SCC(=O)NCc1ccco1 | 4 | 1 | 1 | -4 | 0.0 | -2 | -1 | -3 | 2.7
COc1ccc(C2C(C(=O)N3CCN(c4ccccn4)CC3)CCC(=O)N2c2ccc(OC)cc2)cc1 (stereo unspecified) | 4 | 0 | 0 | 3 | -0.1 | -5 | -1 | 2 | 0.1
CC1=C(C(=O)OCC(C)C)C2(O)C(=O)c3ccccc3C2(O)N1 (stereo unspecified) | -5 | 3 | 2 | -1 | 0.2 | -22 | 2 | 3 | 5.4
COc1ccc(CNC(=O)CN(C(=O)CCC(=O)Nc2ccccn2)c2ccccc2OC)cc1 | 3 | -8 | -3 | -6 | -0.2 | -1 | 1 | -13 | -1.5
Cc1ccc(N2CC(C(=O)NCCS(=O)(=O)N3CCN(c4ccccc4)CC3)CC2=O)cc1C (stereo unspecified) | 1 | -2 | 0 | -5 | -0.1 | 0 | 1 | -11 | -1.3
COc1ccc(S(=O)(=O)NCCCn2ccnc2)cc1C(C)(C)C | -7 | 9 | -16 | -6 | -0.1 | 8 | -4 | 5 | -2.1
O=C(NCc1cccnc1)C1CCN(S(=O)(=O)c2cccs2)CC1 | 1 | 2 | 5 | -1 | -0.1 | -3 | 0 | -3 | -0.6
Cc1cc(C)c(C(=O)Nc2ccc(C)c(C)c2)c(CC(C)(C)C(=O)O)c1 | 10 | 10 | 2 | -4 | -0.1 | 0 | 0 | 5 | -0.9
NS(=O)(=O)c1ccc(CCNC(=O)Cc2cccs2)cc1 | -4 | 8 | 5 | 6 | -0.1 | -7 | -2 | 4 | 1.3
COc1ccc(/C=C/C(=O)Oc2cccc(/C=N/NC(=O)Cc3ccc(Br)cc3)c2)cc1 | -1 | 12 | -2 | 1 | -0.1 | 8 | 0 | 2 | -0.2
Cc1ccc(S(=O)(=O)Cn2nnnc2C(CC(C)C)N2CCN(C(=O)c3ccco3)CC2)cc1 (stereo unspecified) | -6 | 2 | 3 | 1 | 0.1 | -1 | 3 | 1 | 2.5
CC(C)C(C(=O)Nc1cccnc1)N1C(=O)c2ccccc2C1=O (stereo unspecified) | 2 | -6 | 0 | 1 | -0.1 | -3 | -2 | 7 | 2.9
CSc1ncccc1C(=O)OCC(=O)NC(=O)NCCC(C)C | -5 | -4 | -10 | -3 | 0.2 | -1 | 2 | -5 | 2.3
O=C(/C=C/c1ccc(Cl)cc1)N1CCN(c2ccccc2[N+](=O)[O-])CC1 | 5 | 3 | -2 | 4 | 0.2 | 13 | -2 | 3 | 2.2
O=C(Nc1cccc(C(F)(F)F)c1)c1ccc(-n2cncn2)nc1 | 4 | -5 | -4 | -1 | -0.1 | 7 | 3 | i | 2.0
COc1ccc(S(=O)(=O)NC(C(=O)NCCc2ccccn2)C(C)C)cc1 (stereo unspecified) | -4 | 4 | -1 | -2 | -0.1 | 0 | 0 | -12 | 2.1
COc1ccccc1-c1c(C)nn2c(-c3ccccc3)cc(C)nc12 | 3 | 1 | -1 | 0 | -0.1 | 4 | -2 | 0 | -1.8
O=C(C1CCCO1)N(Cc1ccccc1)c1ccccc1 (stereo unspecified) | 2 | 7 | -1 | 0 | -0.1 | 1 | 2 | -6 | 1.6
COc1ccc(OCCC(=O)Nc2ccccc2)cc1 | -12 | -1 | -1 | -6 | 0.3 | -1 | 3 | -4 | 0.9
Cc1ccc(NC(=O)c2ccccn2)cc1S(=O)(=O)N1CCOCC1 | 1 | 2 | -3 | -5 | 0.0 | 1 | 4 | -19 | -1.0
CCOc1cc(C)c(Cl)cc1S(=O)(=O)n1cnc2ccccc21 | -3 | 6 | 3 | 5 | 0.0 | -2 | -2 | 7 | 2.4
SMILES | procasp3 activ | proCasp7 act | CTSL1 counter | PP1 inh | Efflux pump mplx | core dimer inh | TPT1 inhibitor | GASC-1 inh | PP5 primary
COc1cc(-c2nnc(SCC(=O)/C(C#N)=C(\C)N)o2)cc(OC)c1OC | 0 | 6 | 1 | 0 | 0.3 | 0 | 2 | -2 | -0.8
O=C(CSc1nnc(CNc2cccc(Cl)c2)o1)OC1CCCCC1 | -8 | 8 | 1 | -3 | 0.0 | 2 | -10 | 5 | 3.9
CNC(=O)CSc1nnc(-c2cc(C)cc(C)c2)o1 | -3 | 0 | 1 | -4 | 0.0 | -5 | -2 | -2 | 1.3
CC(=O)Oc1ccc(C(=O)Nc2cccnc2)cc1 | 0 | 6 | -13 | -2 | 0.0 | 2 | 1 | 2 | -0.2
O=C(CN1C(=O)C2CC=CCC2C1=O)OCC(=O)c1ccc(Cl)c([N+](=O)[O-])c1 (stereo unspecified) | -3 | 1 | 0 | 2 | 0.3 | 11 | 0 | 9 | 2.1
O=C(c1ccc2oc(CCCc3ccccc3)nc2c1)N1CCCC1 | 1 | 0 | 6 | -8 | 0.2 | 4 | -1 | 0 | 0.2
Cc1nc2ccccc2c(=O)n1/N=C/c1ccccn1 | 6 | 6 | 0 | 0 | 0.1 | -7 | 0 | 1 | 2.5
CCN(c1ccccc1)S(=O)(=O)c1ccc2[nH]cc(C(=O)N3CCOCC3)c(=O)c2c1 | -3 | 6 | -5 | -4 | 0.0 | 2 | 0 | -10 | 2.1
